NLRP3 yeast inh – NALP3 inhibition in yeast. Yeast reconstituted NLRP3/ASC/caspase-1, beta-gal luminescence, 24 h. inhibition, % at 10 µM. 330,000 tested, 0.39% active. AID 2825;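 active means inhibition of 50% or more; inactive means inhibition below 50%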;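 further: plate controls were induced DMSO wells for no effect and uninduced yeast grown without galactose for full effect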
CHOP UPR activ – apoptotic UPR (CHOP) activation; activation, % at 10 µM; 330,000 tested, 0.34% active; CHO-CHOP luciferase reporter, luminescence; percent of tunicamycin response over DMSO baseline;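 active means at 10 µM dose, activation of 40% or more, normalized to positive control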;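 further: 100% = tunicamycin at 10 µg/mL and 0% = DMSO alone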
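Assay system: CHO cells with stable CHOP pathway luciferase reporter; Buffer or medium: F12 plus 10% serum; Times: 16-18 h cell attachment, then 6 h compound exposure, 37 °C; Signal: luciferase luminescence; Read-out basis: percent activation relative to tunicamycin control; Control set: tunicamycin high control, DMSO low control.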
APJ agonist – APJ receptor agonism | activation, % at 20 µM | CHO-K1 APJ PathHunter beta-arrestin, luminescence; 0% DMSO wells, 100% apelin | P35414 | 330,000 tested, 0.11% active | AID 2520;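 active means activation more than six SD over the plate average, tested at 20 µM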;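 further: 0% = DMSO alone and 100% = apelin-13 at 10 nM; some results filed as inactive read as strong as hits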
Target sequence (P35414 whole entry, looked up): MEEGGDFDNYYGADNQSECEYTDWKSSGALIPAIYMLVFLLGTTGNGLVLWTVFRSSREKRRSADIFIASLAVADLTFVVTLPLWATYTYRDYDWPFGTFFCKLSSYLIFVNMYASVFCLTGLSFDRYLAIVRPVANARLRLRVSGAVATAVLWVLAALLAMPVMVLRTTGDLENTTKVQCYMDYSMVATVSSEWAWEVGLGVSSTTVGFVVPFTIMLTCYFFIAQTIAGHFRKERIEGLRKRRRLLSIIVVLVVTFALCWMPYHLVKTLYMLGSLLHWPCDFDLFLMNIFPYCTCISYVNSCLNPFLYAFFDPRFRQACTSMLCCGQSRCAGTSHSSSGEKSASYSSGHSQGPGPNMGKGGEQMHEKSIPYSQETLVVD
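assay system = CHO-K1 APJ beta-arrestin complementation cell line | input = cell density 1000 per well | dosing = compound 20 µM once, DMSO 1% | timing = compound 90 min 25 °C, reagent 1 h | measured by = luminescence from split beta-galactosidase complementation, Galacton Star/Emerald II substrate | read-out basis = APJ agonist activity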
tim23-1 inh – tim23-1 yeast growth inhibition | S. cerevisiae tim23-1 growth, BacTiter-Glo luminescence, 24 h | inhibition, % at 20 µM | 330,000 tested, 1.3% active | AID 463212;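 active means growth inhibition of the mutant yeast at or above 50%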;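 further: temperature-sensitive mutant grown at 25 °C; plate controls were DMSO-treated mutant yeast for no effect and medium wells lacking yeast for full effect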
XBP1 UPR activ – adaptive UPR (XBP1) activation; CHO-XBP1 luciferase reporter, IRE1-XBP1 UPR activation, luminescence; percent of tunicamycin response, DMSO as zero; activation, % at 20 µM; 330,000 tested, 0.33% active; AID 463104;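 active means versus positive control, 20 µM dose yields 30% or more activation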;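 further: 100% = tunicamycin at 10 µg/mL and 0% = DMSO only wells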
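Material: CHO-XBP1 cells stably carrying IRE1-XBP1-driven luciferase reporter | Medium: F12 with 10% serum | Compound dosing: 20 µM single concentration, DMSO 1% | Incubation: Overnight seeding at 37 °C, 6 h compound treatment at 37 °C | Detection: Steady-Glo luminescence read | Read-out basis: % activation of reporter signal versus tunicamycin and DMSO controls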
Mdm2 MdmX PPI – human Mdm2/MdmX binding inhibition; O15151+Q00987; SaOS-2 split-luciferase Mdm2/MdmX complementation, luminescence; inhibition, % at 8 µM; 330,000 tested, 3% active; AID 485346;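 active means inhibition of at least 50% at 8 µM in the primary screen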
NR3A LBD binder – modulators (binders) of human NR3A ligand-binding domain; NR3A LBD differential scanning fluorimetry, Tm shift; 0% = protein alone, 100% = glycine-bound protein; Tm shift relative to glycine control, % at 25 µM; 340,000 tested, 2.5% active; AID 1259313;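 active means melting temperature shift of at least 10% of the positive control shift, at one fixed dose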
tim10-1 inh – tim10-1 yeast growth inhibition. S. cerevisiae tim10-1 ts strain growth, BacTiter-Glo, 24 h. inhibition, % at 20 µM. 330,000 tested, 2.2% active;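 active means inhibition of at least 40%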;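 further: mutant grown at 25 °C; 0% = DMSO wells with yeast and 100% = wells holding no yeast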
TIM10 inh – growth inhibitors of TIM10 yeast strain; inhibition, % at 10 µM; AID 463195; S. cerevisiae TIM10 strain growth, BacTiter-Glo luminescence, 24 h; 330,000 tested, 1.4% active;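 active means inhibition of 40% or more at the single tested concentration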;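 further: wild-type TIM10 isogenic control strain grown at permissive 25 °C; 0% = DMSO yeast wells and 100% = minimal medium wells without yeast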
* hit, by the source's call; · = not tested or not shown; & = joins results of further samples.

SMILES | NLRP3 yeast inh | CHOP UPR activ | APJ agonist | tim23-1 inh | XBP1 UPR activ | Mdm2 MdmX PPI | NR3A LBD binder | tim10-1 inh | TIM10 inh
O=C1c2ccccc2C(Nc2ccc(Cl)cn2)N1c1cccnc1 (stereo unspecified) | -12 | 0.5 | -4 | 25 | -4 | 17 | -3 | 28 | -1
CN(CC1CCCN(CCc2ccc(Cl)cc2)C1)C(=O)c1ccoc1 (stereo unspecified) | 22 | 1.2 | 2 | 1 | -3 | -5 | 2 | 5 | 6
CCc1c(C)nc(SCC(=O)N2CCCCC2)[nH]c1=O | 0 | -0.9 | -4 | 18 | -1 | -4 | 0 | 7 | -3
O=C(CCCCCn1c(=S)[nH]c2cc3c(cc2c1=O)OCO3)N1CCN(C(=O)c2ccco2)CC1 | 4 | 3.1 | -3 | -3 | 0 | 10 | -1 | 11 | 6
COc1ccc(-c2nnc(Nc3ccc(CC(N)=O)cc3)c3ccccc23)cc1 | 3 | -1.6 | -2 | 14 | -2 | 3 | -4 | 12 | 1
CC(C)OP(=O)(OC(C)C)C(Nc1ccccc1)c1ccc2c(c1)OCO2 (stereo unspecified) | 8 | 1.3 | 0 | 29 | -2 | 3 | 12* | 38 | 34
CCC(C)N1CC23C=CC(O2)C(C(=O)OCc2ccccc2)C3C1=O (stereo unspecified) | 8 | 2.0 | -10 | 6 | -1 | 10 | -2 | 20 | 10
COc1cc(C=O)cc(Br)c1OCC(N)=O | 17 | -1.7 | -4 | 20 | -4 | -25 | -2 | 3 | -13
COc1ccc(OC)c(S(=O)(=O)Nc2ccc3[nH]c(=O)[nH]c3c2)c1 | 13 | -1.3 | 0 | -1 | 2 | 2 | 1 | 7 | 4
CCOc1ccc2oc(C(=O)Nc3ccc4c(c3)OCO4)c(C)c2c1 | 33 | 8.0 | 1 | 95* | 2 | -79 | 8 | -6 | 12
COc1ccc(OCC(O)CNC(C)c2ccccc2)cc1 (stereo unspecified) | 26 | -2.4 | 0 | 18 | 2 | -23 | 1 | 42* | -18
CCOC(=O)c1cc2c(=O)n3cccc(C)c3nc2n(Cc2ccco2)c1=NC(=O)c1ccccc1 | 2 | 1.7 | 15 | 16 | 0 | 23 | -3&-2 | 34 | 2
O=C1C(=O)N(Cc2ccncc2)C(c2ccccc2F)/C1=C(\O)c1ccc2c(c1)OCCO2 (stereo unspecified) | 8 | 1.7 | -3 | -2 | -3 | 6 | 1 | -7 | 2
O=C(Nc1ccccc1C(=O)NCC1CCCO1)c1ccco1 (stereo unspecified) | -8 | 0.2 | 0 | 12 | -2 | 16 | -1 | 6 | -8
CN=C1S/C(=C\c2ccc(Cl)cc2)C(=O)N1C | 33 | 3.1 | 2 | 3 | 12 | -4 | 2 | -1 | 2

In the list so far, 3 contain a Cl atom.
SMILES | NLRP3 yeast inh | CHOP UPR activ | APJ agonist | tim23-1 inh | XBP1 UPR activ | Mdm2 MdmX PPI | NR3A LBD binder | tim10-1 inh | TIM10 inh
O=C1c2ccccc2C(Nc2ccc(Cl)cn2)N1c1cccnc1 (stereo unspecified) | -12 | 0.5 | -4 | 25 | -4 | 17 | -3 | 28 | -1
CN(CC1CCCN(CCc2ccc(Cl)cc2)C1)C(=O)c1ccoc1 (stereo unspecified) | 22 | 1.2 | 2 | 1 | -3 | -5 | 2 | 5 | 6
CN=C1S/C(=C\c2ccc(Cl)cc2)C(=O)N1C | 33 | 3.1 | 2 | 3 | 12 | -4 | 2 | -1 | 2

2 of these compounds, set out differently.
Each structure is followed by: NLRP3 yeast inh | CHOP UPR activ | APJ agonist | tim23-1 inh | XBP1 UPR activ | Mdm2 MdmX PPI | NR3A LBD binder | tim10-1 inh | TIM10 inh
- CCOc1ccc2oc(C(=O)Nc3ccc4c(c3)OCO4)c(C)c2c1
 : 33 | 8.0 | 1 | 95* | 2 | -79 | 8 | -6 | 12
- CCc1c(C)nc(SCC(=O)N2CCCCC2)[nH]c1=O
 : 0 | -0.9 | -4 | 18 | -1 | -4 | 0 | 7 | -3

Later entries.
SMILES | NLRP3 yeast inh | CHOP UPR activ | APJ agonist | tim23-1 inh | XBP1 UPR activ | Mdm2 MdmX PPI | NR3A LBD binder | tim10-1 inh | TIM10 inh
Cc1ccc(Nc2nnc(SCC(=O)Nc3ncc(S(=O)(=O)c4ccc([N+](=O)[O-])cc4)s3)s2)cc1 | -9 | 0.4 | 3 | -11 | -2 | 62* | 16* | 6 | 6
COc1ccc(OC)c(-c2nc(CN3CCN(C(=O)c4ccco4)CC3)c(C)o2)c1 | 8 | 2.1 | 1 | 20 | -3 | 24 | 2 | 18 | 11
COc1ccc2c(C(=O)CN3CCN(CCO)CC3)c[nH]c2c1 | 5 | -0.2 | -1 | 15 | 2 | 13 | 2 | -4 | -4
CC(=O)c1ccc(NC(=S)NC(NC(=O)c2ccco2)C(Cl)(Cl)Cl)cc1 (stereo unspecified) | 30 | -1.9 | 5 | 10 | 0 | -3 | -7 | 6 | 11
O=C(c1ccccc1Br)N1CCN(c2ccc([N+](=O)[O-])c(N3CCOCC3)c2)CC1 | -4 | -2.4 | -4 | 24 | 0 | -5 | -4 | 25 | 10
COC(=O)[C@H](C(C)C)N(Cc1ccccc1)S(=O)(=O)CCN1CCCC1 | · | 3.8 | · | 38 | -2 | 0 | 0 | 17 | -3
CN(C)c1ccc(N=Cc2ccco2)cc1 | 18 | 6.4 | 3 | 1 | -1 | -14 | -1 | 16 | 9
Cc1cc2ncn(CCC(=O)NC3CCCC3)c2cc1C | 7 | -1.6 | -3 | 13 | -2 | -1 | 0 | 11 | -20
CC(C)(C)c1ccc2c(c1)C(c1ccc3c(c1)OCO3)CC(=O)O2 (stereo unspecified) | · | 2.0 | · | 46 | 1 | 13 | 0 | 18 | 1
CCOC(=O)c1cc(NC(=O)SCC(=O)O)c(C)nc1C | -9 | -3.0 | -1 | 18 | -3 | -17 | 1 | 11 | -6
CCCCn1c(N)c(N(CC(C)C)C(=O)C2=COCCO2)c(=O)[nH]c1=O | 11 | -0.2 | -5 | 9 | 1 | 15 | -1 | 2 | 16
Cc1nn(CC(=O)N(CC(C)C)C2CCS(=O)(=O)C2)c(C)c1[N+](=O)[O-] (stereo unspecified) | 18 | 0.2 | -1 | 2 | 1 | -1 | -1 | -3 | -11
Cn1nc([N+](=O)[O-])nc1Oc1ccc(C(C)(C)C)cc1 | 13 | 1.8 | -1 | 34 | 0 | -14 | -5 | -10 | 7
CCC1(c2ccccc2)NC(=O)N(CC(=O)Nc2ccccc2C(=O)NC2CC2)C1=O (stereo unspecified) | 18 | -1.2 | -5 | 5 | 0 | 15 | 2 | 3 | 1
O=C(O)c1cccc(-n2cccc2/C=C2/SC(=O)N(CC(=O)N3CCCC3)C2=O)c1 | 14 | -0.8 | -2 | 6 | -2 | -16 | -2 | -2 | 2
CC(C)CN(C(=O)CSc1nnc(-c2ccco2)o1)c1c(N)n(Cc2ccccc2)c(=O)[nH]c1=O | 5 | -2.2 | 0 | 23 | -2 | 9 | -1 | 13 | 2
O=C1CC(c2ccccc2)CC(O)=C1C=NCCN1CCN(C(=O)Nc2ccccc2)CC1 (stereo unspecified) | 15 | -2.8 | -1 | -7 | -2 | 20 | 3 | -24 | 3
Cc1cc(=O)[nH]c(SCC(=O)N2CCCC(C)C2)n1 (stereo unspecified) | 15 | 1.2 | 2 | 8 | 2 | -30 | 0 | -16 | -6
O=C(COC(=O)COc1ccccc1[N+](=O)[O-])NC1CCCC1 | 14 | 2.6 | -1 | 10 | 0 | 31 | 0 | 5 | 4
COc1ccc(CCNC(=O)/C=C/c2ccco2)cc1OC | 1 | 1.6 | 3 | 9 | -6 | -11 | 2 | -7 | 1
CC1=C(C(=O)NC2CCC(C)CC2)C2(CCC(C)CC2)OC1=O (stereo unspecified) | 14 | 1.7 | -5 | 24 | -4 | 21 | 14* | 25 | 15
CC12CC(c3ccccc3O1)C(C(=O)N1CCOCC1)C(=O)N2 (stereo unspecified) | 2 | -1.0 | 3 | 2 | -3 | 15 | 1 | -7 | -6
O=C(Cn1ccc2ccccc2c1=O)NCCC(=O)NC1CCN(Cc2ccccc2)CC1 | 14 | -0.1 | -1 | -6 | -2 | 13 | -3 | 2 | -31
O=C(O)C(Cc1ccccc1)N1C(=O)c2c(Cl)c(Cl)c(Cl)c(Cl)c2C1=O (stereo unspecified) | 5 | 1.2 | -4 | 17 | -2 | 21 | 11* | 3 | 6
CCOc1ccccc1NC(=O)CSc1ncnc2c1oc1ccccc12 | 3 | -3.4 | -3 | 16 | 1 | 22 | -4 | 31 | -3
Cc1ccc([N+](=O)[O-])cc1S(=O)(=O)Nc1ccc(C(=O)NCc2ccccn2)cc1 | 17 | -0.2 | -5 | 8 | -1 | -4 | -2 | 1 | 10
COc1ccccc1OCC(=O)NN1Cc2ccccc2C1=N | -5 | 0.1 | -1 | 6 | -2 | 18 | 1 | 11 | -11
O=C1N(C2CCCC2)C[C@@H]2C[C@@H](c3cccn3-c3nccs3)N3CCC[C@@]123 | 1 | 0.3 | -6 | 6 | -1 | 9 | -4 | 17 | 3
Fc1ccc(Br)cc1C1C=C(c2ccc(Br)cc2)Nc2ncnn21 (stereo unspecified) | 9 | -0.8 | -9 | 9 | 2 | 38 | -8 | 22 | 6
COCCNC(=O)/C(C#N)=C/c1ccc(-c2ccc(OC)cc2[N+](=O)[O-])o1 | -9 | 3.1 | 0 | -8 | -1 | 42 | 0 | -13 | -6
O=C(Oc1cc(-c2ccccc2)no1)c1ccc(Cl)cc1 | 4 | 1.7 | -2 | 15 | -2 | 24 | -1 | 8 | -1
CC(C)(C)Oc1ccccc1Nc1nc(NCCO)nc(N2CCCC2)n1 | 21 | 0.2 | 3 | 36 | 1 | 35 | -2 | 22 | 9
C=CCc1ccc(OCCOc2cccc3cccnc23)c(OC)c1 | 23 | 1.1 | 1 | 25 | 2 | -28 | 3 | 24 | 2
Cc1cc(C)n2cc(CSc3nnnn3-c3ccccc3C)nc2n1 | 17 | -0.2 | -2 | 17 | 1 | -7 | 1 | 11 | 14
COc1cc(NC(=O)C2CC2C)c(C(=O)O)cc1OC (stereo unspecified) | -3 | 0.4 | 2 | 12 | 0 | 4 | 1 | 2 | 12
Cn1cccc1Cc1nnc(SCC(=O)Nc2ccc(Cl)cc2)n1-c1ccc(F)cc1 | -1 | -2.4 | -1 | 25 | 0 | 0 | -15 | 18 | -1
COc1ccc(Cc2nc(-c3ccccn3)no2)cc1OC | 9 | 2.9 | 2 | 10 | 5 | -30 | 0 | -1 | -8
CC1(C)CC(=O)C2=C(C1)OC(N)=C(C#N)C2c1ccc[nH]1 (stereo unspecified) | 8 | -0.7 | 0 | 17 | -4 | 24 | -7 | -2 | -4
COc1ccc(NCN2C(=O)CCC2=O)cc1 | 8 | -0.2 | -2 | 8 | 1 | -8 | 4 | 6 | -3
O=C(CCc1ccccc1)Nc1ccccc1C(=O)NCc1ccco1 | 23 | -0.3 | -4 | 12 | 2 | 11 | 0 | 16 | 21
CC(O)[C@H]1CN=C(N)N1CC(C)(C)C (stereo partly specified) | 6 | -1.6 | 7 | 9 | -1 | 8 | 0 | 0 | 3

Screening results: PubChem, Sanford-Burnham Center for Chemical Genomics
